Bioassay records: PubChem BioAssay, several laboratories
CSN deneddyl inh = inhibitors of human CSN-mediated cullin deneddylation | 360,000 tested, 0.38% active | AID 651999 | Q92905 | inhibition, % at 12.5 µM | Purified CSN, SCF-Nedd8-OG deneddylation, fluorescence polarization;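 active = pattern-corrected inhibition above about 35%, with an unprinted fluorescence ratio check between 0.5 and 1.5, limit read from the data, passing the limit was not always enough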;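 also: 0% = enzyme with substrate and 100% = substrate without enzyme; some results filed as inactive read as strong as hits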
Target sequence (Q92905 whole entry, looked up, one chain of several): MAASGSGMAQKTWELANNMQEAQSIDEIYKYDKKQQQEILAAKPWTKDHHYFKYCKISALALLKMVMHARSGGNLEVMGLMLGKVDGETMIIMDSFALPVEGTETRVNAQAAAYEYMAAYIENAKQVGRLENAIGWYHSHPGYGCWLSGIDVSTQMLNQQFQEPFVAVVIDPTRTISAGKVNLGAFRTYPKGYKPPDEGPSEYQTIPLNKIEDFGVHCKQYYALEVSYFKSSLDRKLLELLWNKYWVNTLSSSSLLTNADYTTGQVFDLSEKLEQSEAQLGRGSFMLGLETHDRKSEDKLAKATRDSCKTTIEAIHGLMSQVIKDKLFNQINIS
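Material: human Csn5 produced in HEK293T cells; Input: enzyme 0.24 nM; Reagent: SCFSkp2-Nedd8OG substrate at 10 nM final; Dosing: 12.5 µM compound; Incubation: 90 min reaction at room temperature; Detection: fluorescence polarization of the substrate; Evaluation: % inhibition of substrate cleavage by Csn5; Control set: substrate-only high control, full reaction low control.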
MLLE-PAM2 inh = blocks PAM2 peptide binding to the PABP1 MLLE domain. P11940. GST-MLLE / FITC-PAM2 fluorescence polarization. inhibition, % at 20 µM. 360,000 tested, 0.36% active; in the data active = inhibition above about 35%, passing the limit was not always enough;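 also: plate controls were DMSO wells with GST-MLLE for no effect and wells lacking GST-MLLE protein for full effect; some results filed as inactive read as strong as hits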
STEP inh = STEP (human) phosphatase inhibition; P54829; inhibition, % at 20 µM; 360,000 tested, 0.25% active; recombinant STEP, OMFP fluorogenic substrate, fluorescence;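 active = inhibition at 20 µM, scaled per plate between control wells, above about 37%, limit read from the data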;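 also: 0% = DMSO with enzyme and substrate and 100% = substrate only without enzyme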
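System: isolated STEP enzyme; schedule: 20 min enzyme reaction at room temperature, protected from light; medium: Bis-Tris buffer pH 6.0, 2.5 mM DTT, 0.005% Tween 20; signal: fluorescence, 480/540 nm; dosing: single compound dose of 20 µM, 1% DMSO final; also added: OMFP substrate, 25 µM final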
NadD block = inhibitors of Staphylococcus aureus NadD | inhibition, % at 20 µM | 360,000 tested, 0.78% active | purified NadD enzyme, colorimetric absorbance read-out; in the data active = inhibition above about 26%; also: some compounds past the cut are filed as inactive
Scp1 inh = Scp-1 (human) phosphatase inhibition. inhibition, % at 20 µM. Recombinant Scp1, phosphopeptide, malachite green phosphate absorbance. Q9GZU7. 340,000 tested, 0.88% active;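 active = inhibition above about 50% at 20 µM, limit read from the data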;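 also: plate controls were DMSO wells with enzyme for no effect and wells lacking enzyme for full effect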
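Test system: SCP-1 catalytic domain; Buffer or medium: Acidic Tris acetate buffer with magnesium and detergent; Also added: Phosphorylated 17-residue peptide substrate; Compound: single 20 µM dose, 1% DMSO; Schedule: enzyme reaction 45 min at room temperature, colour 5 min, stabilisation 30 min; Signal: Phosphate-binding colour reagent, absorbance read at 630 nm.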
Rpn11 inh = inhibitors of human proteasome Rpn11. human 26S proteasome, Ub4-pepOG fluorescence polarization; 20S core pre-blocked with epoxomicin. O00487. 360,000 tested, 0.59% active. AID 588493. calls only at 20 µM;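 active = inhibition at 20 µM, scaled to each plate's controls, above about 33%, limit read from the data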
Target sequence (O00487 whole entry, looked up): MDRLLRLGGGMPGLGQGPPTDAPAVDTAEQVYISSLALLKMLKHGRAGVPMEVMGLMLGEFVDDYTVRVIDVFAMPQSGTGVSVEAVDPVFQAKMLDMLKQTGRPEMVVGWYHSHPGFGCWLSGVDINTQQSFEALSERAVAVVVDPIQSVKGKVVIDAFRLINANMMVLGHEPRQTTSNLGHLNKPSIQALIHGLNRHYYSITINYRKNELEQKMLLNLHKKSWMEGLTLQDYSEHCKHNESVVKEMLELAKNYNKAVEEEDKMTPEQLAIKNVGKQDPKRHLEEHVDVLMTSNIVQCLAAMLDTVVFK
TbMetRS inhib = blocks T. brucei methionyl-tRNA synthetase activity; purified T. brucei MetRS, ATP depletion, Kinase-Glo luminescence; inhibition, % at 11.9 µM; 360,000 tested, 0.4% active; AID 624268;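 active = inhibition above a per-plate cutoff of the control wells' mean inhibition plus 3 SD, cut at about 5.5% in these data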;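 also: 0% = DMSO wells median and 100% = median of wells with control inhibitor compound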
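Dosing: 11.9 µM compound single dose, 0.9% DMSO; Assay system: purified T. brucei MetRS enzyme; Measured by: Kinase-Glo luciferase luminescence reporting remaining unconsumed ATP; Schedule: 15 min plus 2 h at 25 °C.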
DNMT1 inh = blocks human DNA methyltransferase DNMT1 | P26358 | DNMT1 molecular beacon, Hinp1I cleavage, fluorescence | inhibition (reported as % activation of signal), % at 10 µM | 360,000 tested, 0.83% active | AID 588458; in the data active = inhibition above about 50%
LMPTP inh = blocks human LMPTP phosphatase; inhibition, % at 20 µM; recombinant LMPTP-A, OMFP fluorogenic substrate, fluorescence intensity; 360,000 tested, 0.22% active; AID 651560; P24666;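 active = compounds that cut the enzyme signal by at least half of the control window in the single-dose screen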;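 also: plate controls were DMSO wells with enzyme plus substrate for no effect and substrate without enzyme for full effect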
Target sequence (P24666 whole entry, looked up): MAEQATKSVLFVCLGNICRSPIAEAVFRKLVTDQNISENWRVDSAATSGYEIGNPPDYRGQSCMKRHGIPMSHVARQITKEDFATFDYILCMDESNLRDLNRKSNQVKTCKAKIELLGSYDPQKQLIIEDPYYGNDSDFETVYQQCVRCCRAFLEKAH
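Test system: LMPTP-A phosphatase enzyme. Amount: LMPTP-A at 0.625 nM final in the reaction. Reagent: OMFP substrate, 400 µM final. Times: 50 min at room temperature. Signal: endpoint fluorescence intensity from OMFP dephosphorylation. Read-out basis: % inhibition. Benchmarks: no-enzyme and uninhibited controls.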
SUMO1-SIM PPI = SUMO1-SIM interaction modulation; 360,000 tested, 0.33% active; SUMO1 binding to a labelled peptide, TR-FRET, 1 h; AID 602429; inhibition, % at 20 µM; in the data active = inhibition above about 37%
Target sequence (P63165 whole entry, looked up): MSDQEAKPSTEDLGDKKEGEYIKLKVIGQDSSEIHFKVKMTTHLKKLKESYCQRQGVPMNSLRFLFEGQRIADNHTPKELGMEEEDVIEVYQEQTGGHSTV
Numbers without * were called inactive; i = inactive; . = not tested or not shown.

[1] CCOC(=O)C1CCCN(C(=O)c2[nH]c(C(F)(F)F)nc2-c2ccccc2)C1 (stereo not drawn)
[2] CCOC(=O)C1CC(C)=C(C)CC1C(=O)O (stereo not drawn)
[3] CCCNC(=S)Nc1ccc2nc(-c3ccccn3)c(-c3ccccn3)nc2c1
[4] CSC(=Nc1ccccc1)Nc1ccccc1
[5] Cc1csc(=O)n1CC(=O)OCC(=O)Nc1ccccc1C(C)C
[6] CC1(C)CC(=O)C(C=NCCCO)=C(O)C1
[7] CC(C)(C)OC(=O)C1C(=O)CC(C)(O)C(C(=O)OC(C)(C)C)C1c1cccnc1 (stereo not drawn)
[8] O=C(NCc1ccc2c(c1)OCO2)C1CCN(S(=O)(=O)c2ccc(Br)s2)CC1

Compound,1,2,3,4,5,6,7,8
CSN deneddyl inh,4.4,4.5,-3.7,-5.2,0.7,3.6,1.2,4.8
MLLE-PAM2 inh,7.5,-1.1,21.3,8.8,9.4,-0.8,5.9,-10.7
STEP inh,-0.5,0.6,-0.5,-0.2,-2.4,-3.0,0.8,0.0
NadD block,0.5,-7.6,7.5,-2.0,2.2,2.2,-7.0,-1.3
Scp1 inh,.,-4.5,-21.4,-3.6,-7.9,3.1,-14.7,-1.8
Rpn11 inh,i,i,i,i,i,i,i,i
TbMetRS inhib,-0.6,1.1,-0.2,0.4,-0.1,-0.5,-0.3,-1.4
DNMT1 inh,-2.3,7.0,-7.8,-4.2,20.6,-0.7,0.5,-1.1
LMPTP inh,-1.4,-2.2,1.0,0.1,-0.9,0.1,-0.8,0.6
SUMO1-SIM PPI,1.8,-0.7,-16.4,5.2,-1.5,0.6,-2.5,-0.5

[9] Cc1ccc(C(OC(=O)c2ccco2)C(=O)NC(C)(C)C)cc1 (stereo not drawn)
[10] CC(CCc1ccccc1)C(=O)NO (stereo not drawn)
[11] Cc1cccc(-c2nsc(SCC(=O)Nc3nccs3)n2)c1
[12] CCCCNC(=S)Nc1ccc2cn[nH]c2c1
[13] NC(=O)Cc1ccc(C(=O)c2ccc(Cl)cc2Cl)s1
[14] O=C(NC1CCCC1)C(c1cccs1)N(C(=O)c1ccno1)c1ccccc1 (stereo not drawn)
[15] Cc1[nH]c2ccccc2c1C(=O)C(=O)NCc1cccs1
[16] COc1cccc(C(C(=O)NC2CCCCC2)N(C(=O)c2cccs2)c2ccc3c(c2)OCO3)c1 (stereo not drawn)

Compound,9,10,11,12,13,14,15,16
CSN deneddyl inh,-1.9,0.0,-0.1,-4.8,-0.9,6.0,5.6,-0.3
MLLE-PAM2 inh,11.1,-9.2,28.3,-1.6,-15.1,5.9,-6.8,-1.6
STEP inh,-3.3,-4.2,-2.7,-0.3,-2.4,-1.3,1.5,1.5
NadD block,-5.3,-2.6,-1.2,-2.7,4.3,-6.3,5.2,2.2
Scp1 inh,0.3,-8.4,0.3,-4.4,-2.2,-4.8,-1.2,-1.1
Rpn11 inh,i,i,i,i,i,i,i,i
TbMetRS inhib,-0.5,-0.5,-2.4,-0.4,1.2,-0.4,0.2,-0.7
DNMT1 inh,8.8,3.6,6.9,0.4,-4.7,27.1,-1.2,3.2
LMPTP inh,-3.1,-0.7,-1.8,-2.6,1.5,-0.3,-1.1,4.1
SUMO1-SIM PPI,0.4,-2.0,2.8,-1.2,-18.9,-2.8,0.4,-1.0

[17] COC(=O)Nc1ccc(S(=O)(=O)Nc2cccc3ccccc23)cc1
[18] O=C(O)c1cnc(-c2ccccc2)nc1Sc1ccc(Cl)cc1Cl
[19] N/C(=N\OC(=O)C(c1ccccc1)c1ccccc1)c1cccnc1
[20] COc1ccc(Br)cc1/C=N/Nc1ccc(Cl)c(C(=O)O)c1
[21] Cc1ccc(N(C(C)C(=O)O)S(=O)(=O)c2cccnc2)cc1 (stereo not drawn)
[22] Cc1nc(NC(=O)c2ccccc2)sc1C
[23] CC1(C)CC[C@]2(C(=O)O)CC[C@]3(CO)C(=CCC4[C@@]5(C)C[C@H](O)[C@H](O)[C@@](C)(C(=O)O)C5CC[C@]43C)[C@@H]2C1 (stereo partly drawn)
[24] Cc1ccc(NC(=O)COc2ccccc2C(N)=O)cc1S(=O)(=O)N1CCCCCC1

Compound,17,18,19,20,21,22,23,24
CSN deneddyl inh,1.6,8.1,-4.6,1.5,-0.7,1.7,1.8,-3.8
MLLE-PAM2 inh,5.9,7.5,-7.5,-6.3,-10.6,5.0,1.1,-2.8
STEP inh,-2.6,-1.1,-2.4,5.5,-1.8,1.7,3.3,0.1
NadD block,-1.6,14.3,5.7,5.0,-5.6,-5.5,2.4,-2.4
Scp1 inh,-14.2,-10.2,-4.3,6.1,7.1,2.3,1.6,-12.8
Rpn11 inh,i,i,i,i,i,i,i,i
TbMetRS inhib,0.1,-0.1,-0.6,1.1,-0.5,-0.3,-0.4,0.1
DNMT1 inh,-7.7,5.0,-4.6,0.0,1.8,-3.3,7.5,-6.8
LMPTP inh,1.1,1.2,2.0,-0.3,-0.6,0.4,0.9,0.4
SUMO1-SIM PPI,-5.9,15.5,1.1,12.9,-1.3,-0.1,4.5,7.6

[25] O=C(CCN1C(=O)/C(=C/C=C/c2ccccc2)SC1=S)Nc1cccnc1
[26] CN(C1=C(N2CCCCC2)C(=O)c2ccccc2C1=O)c1ccccc1
[27] COc1ccc(S(=O)(=O)c2ccccc2)cc1NC(=O)c1c(F)cccc1F
[28] O=C(c1ccc(Br)o1)N1CCN(C23CC4CC(CC(C4)C2)C3)CC1
[29] CCc1c(C)sc(NC(=O)C2CC(c3c(F)cccc3Cl)=NO2)c1C#N (stereo not drawn)
[30] CC(=O)c1cn(CC(=O)Nc2cccc(C)c2C)c2ccccc12
[31] CCOC(=O)c1c(C2CC2)csc1NC(=O)COC(=O)CCS(=O)(=O)c1ccc(C)cc1
[32] COC(=O)C1=C(C)N(CCCC(=O)O)C(=O)NC1c1ccc(C#N)cc1 (stereo not drawn)

Compound,25,26,27,28,29,30,31,32
CSN deneddyl inh,18.0,-2.2,0.1,-5.8,2.9,0.9,-3.2,7.0
MLLE-PAM2 inh,-13.1,30.8,-0.8,14.8,16.6,3.3,0.2,-5.2
STEP inh,-0.3,4.4,-0.6,0.4,-1.0,2.7,-0.8,-0.8
NadD block,17.8,-0.7,-9.8,-9.1,-7.1,-1.7,-7.4,-0.2
Scp1 inh,-5.7,-9.4,-14.2,-4.8,-8.7,17.8,-9.0,7.1
Rpn11 inh,i,i,i,i,i,i,i,i
TbMetRS inhib,0.3,0.2,-0.4,-0.4,-0.2,0.4,-0.3,-0.1
DNMT1 inh,61.5*,-15.9,-2.5,-1.7,3.8,1.2,6.0,0.3
LMPTP inh,4.0,3.2,0.8,0.9,1.1,-0.1,-2.4,-1.5
SUMO1-SIM PPI,-7.5,-27.9,6.5,-1.4,8.4,2.7,2.4,-3.2

[33] CCOC(=O)Cc1csc(NC(=O)c2cc(C)cc(C)c2)n1
[34] COc1ccc(OC)c(N=c2oc3cc(O)ccc3cc2C(N)=O)c1
[35] N#Cc1c(Cn2cncn2)nc(=O)n(-c2ccc(Cl)cc2)c1N
[36] O=C(CCc1c[nH]c2ccccc12)NCc1ccco1
[37] CC(C)(C)NC(=O)CCC1COc2ccccc2O1 (stereo not drawn)
[38] COc1ccc(C(=O)/C=C/c2ccc(N(C)C)cc2)c(OC)c1
[39] Cc1cc(S(=O)(=O)N2CCOCC2)ccc1OCC(=O)NCCCn1ccnc1
[40] C[C@@H]1CN([C@@H](C)CO)C(=O)c2c(c3ccccc3n2C)-c2ccccc2CO[C@H]1CN(C)S(=O)(=O)c1ccc(C#N)cc1

Compound,33,34,35,36,37,38,39,40
CSN deneddyl inh,-4.6,2.2,0.0,-1.5,2.5,90.0,-3.9,5.7
MLLE-PAM2 inh,13.1,-2.6,-2.1,11.0,11.8,154.6,-1.1,5.8
STEP inh,-2.0,-0.5,-2.2,-0.4,3.0,-25.9,-2.5,4.2
NadD block,3.3,-1.2,-1.0,-5.2,0.9,-4.1,-6.9,0.4
Scp1 inh,7.2,-4.9,-4.5,-4.1,-10.7,6.5,-7.1,.
Rpn11 inh,i,i,i,i,i,.,i,i
TbMetRS inhib,-0.5,-0.9,-1.4,0.7,-0.9,-0.8,-0.5,-0.2
DNMT1 inh,-1.1,-4.6,-1.5,-0.3,1.2,-4.0,0.4,-8.7
LMPTP inh,-1.2,-0.1,-0.5,-0.4,-1.9,4.4,-1.6,1.0
SUMO1-SIM PPI,-2.6,-14.7,-0.3,20.1,-0.5,-62.2,-1.9,1.9

[41] COc1cc(/C=N/O)cc(Br)c1OCc1ccc(Cl)cc1
[42] CCOC(=O)Nc1ccc2c(c1)N(C(=O)CNC)c1ccccc1CC2
[43] CC(=O)c1c(C)[nH]c(C(=O)CSc2nnc(-c3ccccc3)n2Cc2ccc3c(c2)OCO3)c1C
[44] COc1ccc(CC(=O)Nc2ccc(C(=O)Nc3nccs3)cc2)cc1OC
[45] CC(=O)c1ccc(Nc2cc(C)nc3c(C)cc(C)cc23)cc1
[46] C(=N\Nc1nc(N2CCCCC2)nc(N2CCCCC2)n1)/c1c[nH]c2ccccc12

Compound,41,42,43,44,45,46
CSN deneddyl inh,-1.8,-5.8,-3.1,-2.6,-6.4,0.2
MLLE-PAM2 inh,-7.9,-1.6,-17.3,4.6,-11.5,2.8
STEP inh,-4.2,-1.8,-4.0,0.9,-0.1,-0.6
NadD block,-8.0,-0.2,-2.2,2.2,-1.2,11.8
Scp1 inh,-7.2,-1.9,1.1,5.4,39.1,-2.8
Rpn11 inh,i,i,i,i,i,i
TbMetRS inhib,0.3,-0.5,-2.0,0.1,-0.3,-0.4
DNMT1 inh,-5.4,-1.6,-1.5,-0.7,2.4,-5.7
LMPTP inh,3.9,-0.6,-1.1,-3.0,3.9,3.0
SUMO1-SIM PPI,2.2,2.5,0.8,11.7,-13.9,-6.2
